Source: PubChem (National Center for Advancing Translational Sciences (NCATS))
RXFP1 antagonist: blocks the human relaxin receptor RXFP1. Q9HBX9. HEK293-RXFP1, relaxin-stimulated cAMP HTRF, 30 min; active compounds read low. activity change, negative = inhibition, % at 57.5 µM. actives 0.59% (n = 350,000). AID 1259400;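 active = activity change of -60% or lower, but not beyond a set lower limit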
Target sequence (Q9HBX9 whole entry, looked up): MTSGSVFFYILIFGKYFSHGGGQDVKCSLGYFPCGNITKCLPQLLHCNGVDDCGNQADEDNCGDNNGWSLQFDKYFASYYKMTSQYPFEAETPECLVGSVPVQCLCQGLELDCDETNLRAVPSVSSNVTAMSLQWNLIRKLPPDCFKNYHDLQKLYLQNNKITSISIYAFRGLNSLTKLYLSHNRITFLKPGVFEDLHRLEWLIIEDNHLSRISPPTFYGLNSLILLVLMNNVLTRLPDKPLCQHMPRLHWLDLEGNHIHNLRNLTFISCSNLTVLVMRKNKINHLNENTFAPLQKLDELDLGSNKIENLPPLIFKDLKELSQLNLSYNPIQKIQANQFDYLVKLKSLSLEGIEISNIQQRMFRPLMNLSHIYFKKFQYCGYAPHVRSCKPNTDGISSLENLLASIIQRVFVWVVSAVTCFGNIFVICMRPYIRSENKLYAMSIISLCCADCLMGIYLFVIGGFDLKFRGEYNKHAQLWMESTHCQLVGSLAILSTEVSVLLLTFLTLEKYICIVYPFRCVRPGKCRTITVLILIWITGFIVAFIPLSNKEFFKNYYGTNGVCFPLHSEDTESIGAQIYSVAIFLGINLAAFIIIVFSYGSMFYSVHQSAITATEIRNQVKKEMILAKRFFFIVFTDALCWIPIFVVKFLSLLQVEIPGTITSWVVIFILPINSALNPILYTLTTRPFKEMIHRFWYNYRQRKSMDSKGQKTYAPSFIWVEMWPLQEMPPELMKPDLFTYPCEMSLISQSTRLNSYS
An asterisk follows results filed as active. % is set by controls: 0 for no effect and ±100 for the full control effect. A portion of the library; the hit share may differ from the screen's.

compound,RXFP1 antagonist
O[C@@H]1CN(Cc2cccs2)[C@@H](c2ccc(Cl)cc2)C[C@H]1n1cc(C2CC2)nn1,-17.0
CCOC(=O)c1c(NC(=O)COC(=O)c2cnccn2)sc(C)c1C,-12.2
CC1CCN(C(=O)CN2C(=O)NC(C)(c3ccc4ccccc4c3)C2=O)CC1 (stereo not drawn),-4.7
COCC1CCN(C(=O)c2cc(COc3ccc(OC)cc3Cl)on2)C1 (stereo not drawn),0.7
NC1=NC(=O)C(c2ccccc2)(c2ccccc2)S1,-13.1
COc1ccc2cc(-c3cc(C(=O)O)c4ccccc4n3)ccc2c1,-3.6
Cc1ccc([C@H]2N[C@]3(CCCN(Cc4ccc(C(F)(F)F)cc4)C3=O)[C@H]3C(=O)N(Cc4ccccc4)C(=O)[C@@H]23)cc1,11.3
COc1ccc(N(C(=O)c2ccco2)C(C(=O)NC2CCCCC2)c2ccccc2)cc1 (stereo not drawn),-5.2
O=C(CSc1nnc(-c2cccc(Br)c2)o1)NCC1CCCO1 (stereo not drawn),9.7
COc1cc(/C=C/C(=O)Nc2ccc(OC)c(S(=O)(=O)N3CCOCC3)c2)ccc1OC(F)F,-20.2
Cc1noc(COc2ccccc2OCC(N)=O)n1,2.0
O=C(OCc1cn([C@@H]2C[C@H](c3ccc(Cl)cc3)N(Cc3cccs3)C[C@H]2O)nn1)c1ccccc1,1.4
COc1cccc(NC(=O)C2CCOC2=O)c1 (stereo not drawn),0.4
CCN(CC)C(=O)C1=C(C)N(Cc2ccc(F)cc2)C(=O)C(CC(=O)NCCc2ccccn2)C1 (stereo not drawn),0.6
O=C(COC(=O)CCNS(=O)(=O)c1ccccc1)NC1CC1,4.9
Cn1cnc2nc[nH]c2c1=O,15.5
CCOc1ccc(OCCC(=O)N(CC)CC(=O)Nc2ccccc2OC)cc1,-2.1
COc1ccc(NC(=O)c2ccc(-c3ccc(F)cc3)o2)cc1OC,-11.9
CC1CCCC(C)N1C(=O)COC(=O)/C=C/c1ccco1 (stereo not drawn),-14.6
COc1ccc(C2CCc3cc4c(cc3C2=NOC(C)=O)OCO4)cc1OC (stereo not drawn),1.1
CN1C[C@H](C(=O)N[C@]2(C)O[C@@]3(O)[C@@H]4CCCN4C(=O)[C@H](Cc4ccccc4)N3C2=O)C[C@@H]2c3cccc4[nH]cc(c34)C[C@H]21,-21.4
COc1cc(C(C)=O)ccc1OCCCN1CCC(c2noc3cc(F)ccc23)CC1,-9.9
COc1ccccc1/C=N/Nc1nc(C)cc(=O)[nH]1,-0.9
O=C(C[C@H]1C(=O)N(CCc2ccccc2)C[C@@H]1Cc1ccccc1)Nc1ccc(Br)cc1,-6.1
CCCCCCN1C[C@H](n2cc(C3CC3)nn2)[C@@H](O)C[C@@H]1c1ccc(Cl)cc1,-2.4
Cc1ccc(S(=O)(=O)N2CCOCC2)cc1NC(=O)COC(=O)c1ccco1,11.1
CN(C)/N=C/C=C1\CC/C(=C\c2ccc(F)c(F)c2)C1=O,16.6
NC(N)=NN=C(c1ccc(F)cc1)c1ccc(C(F)(F)F)cc1,-9.3
COC(=O)C[C@@H]1C[C@H]2c3cc(N(C)C)ccc3O[C@H]2[C@H](CO)O1,-1.8
CC(C)[C@H](NC(=O)c1ccccc1F)C(=O)NC1CCCCCCC1,-1.3
O=C(Nc1ccccc1)OCCc1ccccn1,9.3
CCc1sc(C(=O)NCCCN2CCCC2=O)cc1Br,-4.5
COc1ccc(CCC(=O)OCC(=O)Nc2sccc2C(N)=O)cc1OC,-18.2
COc1ccc(C(=O)N[C@H](C(=O)NCCCn2nc(C)cc2C)C(C)C)cc1,-5.4
CCCCCCNC(=O)O[C@H]1C[C@@H]2C(=O)N(c3ccccc3)C(=O)[C@@H]2[C@@H]2CN(S(=O)(=O)c3ccc(C)cc3)C[C@]12O,-1.8
Cc1cc(Br)ccc1NC(=O)CN(C)C(=O)c1ccccc1OCc1c(C)noc1C,-1.5
CC(C)CCN(C(=O)c1ccccn1)c1c(N)n(Cc2ccccc2)c(=O)[nH]c1=O,-1.0
CN(C)CCCO[C@@H]1[C@H]2OC(C)(C)O[C@H]2O[C@@H]1C(O)CO (stereo partly drawn),-9.1
Cc1ccccc1Nc1n[nH]c(=S)s1,-1.3
O=[N+]([O-])c1ccc(C(S(=O)(=O)Cc2ccccc2)S(=O)(=O)Cc2ccccc2)cc1,1.2
C[C@@H]1CN([C@H](C)CO)S(=O)(=O)c2ccc(C#CCN(C)C)cc2O[C@@H]1CN(C)Cc1ccccc1F,5.6
COC(=O)c1cn(NC(=O)C2CCC(C)CC2)c(=O)c2ccccc12 (stereo not drawn),-15.5
CC1=C(C(=O)O)CC(S(=O)(=O)O)C1(C)C (stereo not drawn),-3.0
O=C(c1ccc([N+](=O)[O-])cc1)N1CCOCC1,-8.5
CCC(=O)Nc1c(C#N)c2nc3ccccc3nc2n1-c1ccc(C)cc1,24.0
COC1=C(C)C(=O)C2=C(C1=O)C1C3CC4=C(C(=O)C(OC)=C(C)C4=O)C(CNC(=O)C(C)=O)N3C(C#N)C(C2)N1C (stereo not drawn),-1.1
CSc1ccccc1NC(=O)CN(C)CC(=O)c1[nH]c(C)c(C(C)=O)c1C,-10.2
C#CCN(C[C@H]1[C@H](OC(=O)Nc2c(C)noc2C)[C@H](OC(=O)Nc2c(C)noc2C)C[C@@H](C(=O)OC)[C@H]1C(=O)OC)S(=O)(=O)c1ccc(C)cc1,-4.6
N#Cc1cccc(S(=O)(=O)NNC(=O)C23CC4CC(CC(C4)C2)C3)c1,-2.2
O=C(CCCCCCC(=O)Nc1ccccc1)NO,22.3

Remaining list, next part:
compound,RXFP1 antagonist
Cc1nnc(NC(=O)C2CCN(S(=O)(=O)c3ccc(F)c(F)c3)CC2)o1,-5.4
COc1ccc(C(=O)N2CCOC2CNC(=O)C(=O)NCc2ccccc2)cc1 (stereo not drawn),7.1
O=C(COC(=O)c1cccnc1Cl)Nc1cccc(S(=O)(=O)N2CCOCC2)c1,-9.3
O=C(CS(=O)(=O)Cc1ccccc1)c1ccccc1,-0.3
Cc1cccn2c(=S)[nH]nc12,-17.4
Cc1cc(NC(=O)CN2C(=O)NC(CC(C)C)C2=O)no1 (stereo not drawn),-1.2
Cc1ncc(NS(=O)(=O)c2ccc(N)cc2)nc1C,-11.9
O=C(/C=C/c1ccc([N+](=O)[O-])cc1)OCC(=O)N1CCCCCC1,-23.6
C[C@@H]1CN([C@@H](C)CO)C(=O)c2cc(Br)cnc2O[C@@H]1CN(C)C(=O)C1CCCCC1,1.1
Cc1ccc(Nc2ncc3c(=O)[nH][nH]c(=O)c3n2)cc1,-4.5
O=C(Nc1ccc2c(c1)Cc1cc([N+](=O)[O-])ccc1-2)C(F)(F)F,-10.5
COc1ccc(OC)c(S(=O)(=O)Oc2ccc(N)c3ccccc23)c1,4.1
CN(Cc1cnn(-c2ccccc2)c1)C(=O)c1ccc(S(=O)(=O)NCc2ccco2)cc1,5.1
Cc1c(C(=O)NCCN2CCOCC2)sc2nc(-c3ccc(F)cc3)cn12,9.7
Nc1ccc(CSc2ccc(Cl)cc2)c(Cl)c1,-13.1
COC(=O)C[C@H]1C[C@@H]2c3cc(NC(=O)NC4CCCC4)ccc3O[C@@H]2[C@@H](CO)O1,-1.4
COc1ccccc1NS(=O)(=O)c1cc(NC(=O)c2cc(F)c(F)c(F)c2F)ccc1N1CCOCC1,-30.2
CN1CCOC1c1ccc(C2OCCN2C)cc1 (stereo not drawn),0.5
COC(=O)C[C@H]1C[C@@H]2c3cc(NC(=O)Nc4ccc(F)cc4)ccc3O[C@@H]2[C@@H](CO)O1,11.0
CCOC(=O)Cc1csc(NC(=O)CSc2nnc(-c3ccc(NS(=O)(=O)CC)cc3)o2)n1,13.0

Of the compounds above, these have a CF3 group:
compound,RXFP1 antagonist
Cc1ccc([C@H]2N[C@]3(CCCN(Cc4ccc(C(F)(F)F)cc4)C3=O)[C@H]3C(=O)N(Cc4ccccc4)C(=O)[C@@H]23)cc1,11.3
NC(N)=NN=C(c1ccc(F)cc1)c1ccc(C(F)(F)F)cc1,-9.3
O=C(Nc1ccc2c(c1)Cc1cc([N+](=O)[O-])ccc1-2)C(F)(F)F,-10.5

(next part)
compound,RXFP1 antagonist
CCOC(=O)CSc1nc2nc(Cl)c(Cl)nc2[nH]1,6.0
CC(=O)Nc1ccc(NC(=O)C2CCN(c3c(Cc4ccccc4)c(C)nc4ncnn34)CC2)cc1,-15.8
CN1C2C=C(N(CCc3c[nH]c4ccccc34)C(=O)c3ccc(Cl)cc3)CC1CC2 (stereo not drawn),-7.4
CCCC(=O)NC(Nc1cccc(C(F)(F)F)c1)C(Cl)(Cl)Cl (stereo not drawn),-2.4
O=C(O)C1CCC1,10.2
C[C@H]1CCCCO[C@H](CN(C)CC2CCCCC2)[C@@H](C)CN([C@@H](C)CO)C(=O)c2cc(NS(=O)(=O)c3ccccc3)ccc2O1,4.7
COc1ccc(NS(=O)(=O)c2cccc(C(=O)NN=C(C)c3ccco3)c2)cc1,1.3
CCN(CC)c1ccc(C(=O)NNC(=O)C2CCN(c3ncnc4sc(C)c(C)c34)CC2)cc1,1.5
Cc1c(C=NNC(=O)c2ccc(Br)cc2)c2ccccn2c1C(=O)c1ccncc1,9.3
CCN(C(=O)CSc1nnc(-c2ccc(OC)cc2)n1N)c1c(N)n(Cc2ccccc2)c(=O)[nH]c1=O,5.9

Molecules listed so far that contain two or more sulfur atoms, in the order listed:
compound,RXFP1 antagonist
Cc1ccccc1Nc1n[nH]c(=S)s1,-1.3
O=[N+]([O-])c1ccc(C(S(=O)(=O)Cc2ccccc2)S(=O)(=O)Cc2ccccc2)cc1,1.2
CCOC(=O)Cc1csc(NC(=O)CSc2nnc(-c3ccc(NS(=O)(=O)CC)cc3)o2)n1,13.0

(list continues)
compound,RXFP1 antagonist
CN(C)C(CNC(=O)C1CCN(S(=O)(=O)c2cc(Cl)ccc2Cl)CC1)Cc1ccccc1 (stereo not drawn),7.0
COc1cccc(NC(=O)COC(=O)c2ccc3c(c2)OCCO3)c1,-4.3
CCCCC1(CC(=O)OCC)SCCN1C(N)=O (stereo not drawn),-12.6
CCCCn1c(N)c(N(CC(C)C)C(=O)c2cc(-c3ccc(OC)cc3)nc3ccccc23)c(=O)[nH]c1=O,-11.1
c1ccc(SSc2ccccn2)nc1,-66.5*
CC(C)(C)Cc1c(-c2ccc(Cl)cc2)nc2ccc(Br)cn12,-2.8
O=C(CNC(=O)C1CCCCC1)OCC(=O)c1cccc(Cl)c1,0.2
O=C(COC(=O)Cc1ccccc1)NCc1ccc2c(c1)OCO2,6.8
CCOCCn1c(C2CCN(CCc3ccc(C(C)(C)C(=O)O)cc3)CC2)nc2ccccc21,-2.2
Cc1cccc2cc(CN(Cc3nnnn3C3CCCC3)C3CCCCC3)c(=O)[nH]c12,-13.8
COc1ccc(CC(=O)NCCc2ccc3c(c2)OCO3)cc1OC,4.2
O=C1CCC2(CCCCC2)N1,0.9
CN(CC(=O)Nc1ccc(Cl)c(C(F)(F)F)c1)C(=O)COC(=O)C1CC2CCCC(C1)C2=O (stereo not drawn),-10.7
Cn1c(/N=C(\N)c2ccccc2)nc2ccccc21,-7.7
CCN(CC(=O)Nc1c(F)cccc1F)C(=O)CCCN1C(=O)c2ccccc2C1=O,1.5
COc1ccc(CC(=O)OCC(=O)NCc2ccc3c(c2)OCO3)cc1OC,-7.4
CCOC(=O)C1=NNC(C(=O)c2ccccc2)C1c1ccc(OC)cc1 (stereo not drawn),-9.2
O=P(c1ccccc1)(c1ccccc1)C(O)c1cccs1 (stereo not drawn),-0.1
Cc1cc(C(=O)N2CCCC(CO)(Cc3ccc(F)cc3F)C2)nn1C (stereo not drawn),4.7
COc1ccccc1NS(=O)(=O)c1cccc(C(=O)NNC(=O)c2ccc(Cl)nc2)c1,-16.7
CN(C)c1cc(-c2cccc(C(F)(F)F)c2)oc(=O)c1Cl,-8.6
CC(=NNC(=S)N1CCN(C2CCCCCC2)CC1)c1ccccn1,-21.2
COc1ccc([C@H]2C[C@@H](O)[C@H](n3cc(C4CC4)nn3)CN2CC2CCCCC2)cc1,-5.5
Cc1cc(Br)ccc1NC(=O)CN(C)C(=O)c1cccc(S(=O)(=O)N2CCN(C)CC2)c1,1.7
COc1ccccc1C/C(N)=N/OC(=O)COc1ccc(C)cc1C,23.7
CC(C)c1nc(SCC(=O)N2CCCCC2)c2c(=O)n(C)c(=O)n(C)c2n1,-12.1
CCCCNC(=O)CN1C(=O)CSc2ccc(S(=O)(=O)N3CCOCC3)cc21,7.3
O=C(CNC(=O)c1ccccc1F)OCC(=O)c1c[nH]c2ccccc12,3.5
Cc1c(Cl)cnc(NC(=O)COC(=O)[C@@H](NC(=O)c2ccco2)C(C)C)c1Cl,-2.5
O=C(Nc1ccccc1)SC1CCCCC1,-16.9
CC1(C(=O)OCC(=O)Nc2cc(S(=O)(=O)N3CCOCC3)ccc2Cl)CC1(Cl)Cl (stereo not drawn),-0.7
O=C(CCCNC(=O)c1ccc(Cl)cc1)Nc1nccs1,-1.4
Cc1coc2c(C)c3oc(=O)c(CCC(=O)N[C@H](C(=O)O)C(C)C)c(C)c3cc12,-2.3
COc1c(NC(C)=O)c2c(c([N+](=O)[O-])c1OC)C(=O)OC2,0.4
COc1ccc(CN2C(=O)C(CC(=O)NCCN3CCOCC3)CC(C(=O)N(C)C)=C2C)cc1 (stereo not drawn),-2.1
O=C(O)C1C2CCC(CC2)C1C(=O)O (stereo not drawn),-1.5
CN(CC(=O)Nc1ccc(OC(F)(F)F)cc1)C(=O)Cc1cccs1,8.6
O=[N+]([O-])c1ccc2c(c1)-c1ccccc1C2O (stereo not drawn),3.4
